Screening results (PubChem BioAssay)
TAAR1 ag: human TAAR1 agonism. Q96RJ0. CHO RD-HGA16 TAAR1, Fluo-8 calcium fluorescence; vehicle wells 0%, saturating PEA agonist 100%. activation, % at 3 µM. 360,000 compounds, 0.99% hits. AID 624467;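 active = activation above the mean activation of all test compounds in the run plus 3 SD, cut at about 38% in these data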
Target sequence (Q96RJ0 whole entry, looked up): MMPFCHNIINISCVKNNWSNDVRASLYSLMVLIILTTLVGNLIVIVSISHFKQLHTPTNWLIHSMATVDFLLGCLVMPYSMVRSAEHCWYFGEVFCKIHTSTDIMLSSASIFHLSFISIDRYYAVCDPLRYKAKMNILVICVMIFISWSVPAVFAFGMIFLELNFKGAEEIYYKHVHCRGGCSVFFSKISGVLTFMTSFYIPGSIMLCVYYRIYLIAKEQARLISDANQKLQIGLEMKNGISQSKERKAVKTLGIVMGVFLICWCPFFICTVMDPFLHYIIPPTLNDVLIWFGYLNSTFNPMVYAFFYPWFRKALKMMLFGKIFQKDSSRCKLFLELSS
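System: CHO-derived RD-HGA16 cells with stable Gα16 and human TAAR1 / Times: 17-24 h plating, Fluo-8 75 min 37 °C, 30 min RT / Technique: calcium-sensitive Fluo-8 signal, excitation 470-495, emission 515-575 nm / Measure: % activation relative to PEA EC100 response / Benchmarks: DMSO and PEA EC100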
CHRM1 antagonist: human CHRM1 antagonism | CHO-K1 hM1, Fluo-8 calcium fluorescence, ACh EC80 antagonist | AID 588852 | 360,000 compounds, 1.3% hits | inhibition, % at 3 µM | P11229;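 active = percent inhibition above its own plate's cutoff, namely the mean of that plate's compound wells plus 3 SD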;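 also: peak over basal fluorescence ratio during 140 s after agonist addition; 0% = ACh EC80 plus DMSO and 100% = DMSO alone without agonist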
M4 ag: CHRM4 agonism in calcium assay | CHO-K1 hM4/Gqi5, Fluo-8 calcium fluorescence; vehicle 0%, full acetylcholine response 100% | activation, % at 3 µM | 360,000 compounds, 0.14% hits;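 active = activation above the run mean over all test wells plus 3 SD, cut at about 32% in these data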;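 also: peak over basal fluorescence ratio per well then scaled between controls; 0% = DMSO wells and 100% = acetylcholine at EC100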
Target sequence (P08173 whole entry, looked up): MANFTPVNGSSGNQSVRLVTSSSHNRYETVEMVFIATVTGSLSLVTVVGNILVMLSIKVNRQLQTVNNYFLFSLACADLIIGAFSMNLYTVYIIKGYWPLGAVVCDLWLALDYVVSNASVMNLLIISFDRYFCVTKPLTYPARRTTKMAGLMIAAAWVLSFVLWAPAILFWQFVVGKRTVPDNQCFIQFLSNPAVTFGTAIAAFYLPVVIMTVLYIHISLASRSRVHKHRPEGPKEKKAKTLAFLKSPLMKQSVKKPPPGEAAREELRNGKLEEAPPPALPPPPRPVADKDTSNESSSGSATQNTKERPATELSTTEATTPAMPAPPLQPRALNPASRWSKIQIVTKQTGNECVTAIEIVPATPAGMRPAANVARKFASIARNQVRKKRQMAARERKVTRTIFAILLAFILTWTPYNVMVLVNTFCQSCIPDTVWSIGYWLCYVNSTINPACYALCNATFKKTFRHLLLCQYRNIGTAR
CHRM1 agonist: activates human CHRM1 receptor | AID 588814 | P11229 | activation, % at 3 µM | CHO-K1 hM1, Fluo-8 calcium fluorescence, agonist mode; 0% DMSO, 100% acetylcholine EC100 | 360,000 compounds, 0.33% hits;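 active = activation above the run's mean compound activation plus 3 SD, cut at about 16% in these data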;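 also: peak over basal fluorescence ratio within a 140 s kinetic read after compound addition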
CHRM1 PAM: positive allosteric modulators of human M1 muscarinic receptor; P11229; activation, % at 3 µM; CHO-K1 hM1, Fluo-8 calcium fluorescence, ACh EC20; 0% = ACh EC20, 100% = maximal ACh; AID 588819; 360,000 compounds, 0.088% hits; in the data active = activation above about 19%, passing the limit was not always enough
CHRM4 antagonist: antagonists of human muscarinic M4 receptor (CHRM4); CHO-hM4 cells, ACh EC80, Fluo-8 calcium fluorescence; inhibition, % at 3 µM; 360,000 compounds, 0.73% hits; AID 624125;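 active = inhibition above its plate's cutoff, the mean inhibition of sample wells plus 3 SD, cut at about 27% in these data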;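 also: 0% = acetylcholine EC80 with DMSO and 100% = DMSO without agonist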
CHRM5 antagonist: CHRM5 antagonism in calcium assay; P08912; CHO-hM5 cells, Fluo-8 calcium fluorescence, ACh EC80; inhibition, % at 3 µM; 360,000 compounds, 0.59% hits; AID 624040;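 active = inhibition above a per-plate cutoff, the mean of that plate's test compounds plus 3 SD, cut at about 27% in these data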;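 also: 0% = acetylcholine EC80 with DMSO and 100% = DMSO without agonist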
CHRM5 agonist: agonists of human muscarinic M5 receptor (CHRM5). CHO-K1 hM5 cells, Fluo-8 calcium fluorescence; 0% DMSO wells, 100% maximal acetylcholine response. 360,000 compounds, 0.19% hits. activation, % at 3 µM;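 active = activation above the run's mean over test compounds plus 3 SD, cut at about 23% in these data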;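 also: signal is peak over basal fluorescence ratio across the kinetic read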
M5 PAM: potentiates acetylcholine response at human M5 receptor | CHO-K1 hM5, Fluo-8 calcium, ACh EC20 PAM; 0% = ACh EC20, 100% = ACh EC100 | AID 624038 | 360,000 compounds, 0.3% hits | activation, % at 3 µM;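 active = activation above the run cutoff, the mean activation of all test compounds plus 3 SD, cut at about 18% in these data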
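Test system: CHO-K1 hM5 cells / Doses: single-point, 3 µM nominal / Times: Post-acetylcholine fluorescence recording 140 s / Technique: Fluo-8 calcium fluorescence / Measure: Max/basal fluorescence ratio as % of EC20–EC100 ACh window / Benchmarks: low control EC20 acetylcholine (0%), high control EC100 acetylcholine (100%) / Replicates: one well per compound, no replicates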
Starred values were filed as active, the others as inactive; · = not tested or not shown.

Value order: CHRM1 PAM, CHRM5 agonist, CHRM5 antagonist, CHRM1 agonist, CHRM4 antagonist, CHRM1 antagonist, M5 PAM, M4 ag, TAAR1 ag
> CC(C)CC(=O)NC1(C(F)(F)F)C(=O)N(Cc2ccccc2)C2=C1C(=O)CC(C)(C)C2 (stereo unspecified)
 : 10.2, -0.6, 1.9, -4.9, 10.6, -3.4, 0.8, -0.2, 15.8
> CCn1c(=O)c(C(=O)NCc2ccc(Cl)cc2)c(O)c2ccccc21
 : 6.5, -1.4, 15.0, -2.1, 11.4, -15.7, 0.7, 1.6, 1.1
> CN(C)S(=O)(=O)c1ccc(Cl)c(C(=O)Nc2cccc([N+](=O)[O-])c2)c1
 : 2.3, -1.2, 6.6, -4.8, -4.3, 5.5, -3.9, 4.8, 4.8
> C[C@@H]1CN([C@@H](C)CO)C(=O)c2cccc(NC(=O)C3CCCCC3)c2O[C@@H]1CN(C)C(=O)NC1CCCCC1
 : -2.3, -6.0, 20.9, -9.9, -6.0, -4.5, -13.6, -0.7, 3.7
> CC1CCCCN1C(=O)CSc1nnc(-c2ccc(Cl)s2)o1 (stereo unspecified)
 : 1.1, -9.9, -3.9, -5.3, 3.1, -2.0, -0.3, 2.4, 7.7
> COc1cccc(C(C(=O)NCc2ccccc2)N2CCN(C(=O)C3CCCO3)CC2)c1OC (stereo unspecified)
 : ·, -0.1, 7.6, ·, 5.1, ·, -0.2, 0.1, 0.3
> NS(=O)(=O)c1ccc(CCNC(=O)C(=O)NCC2OCCN2S(=O)(=O)c2ccc(F)cc2)cc1 (stereo unspecified)
 : -4.5, -4.8, 12.7, -3.5, 3.7, 10.3, -7.4, 1.0, -0.1
> CCc1nnc(NC(=O)c2ccc(Br)c(S(=O)(=O)N3CCOCC3)c2)s1
 : 4.1, -0.4, 1.1, 1.3, -13.3, -11.7, -4.6, 1.6, 2.3
> CCCCCCn1cc(C(=O)O)c(=O)c2cc(F)c(N3CCN(C(=O)OCC)CC3)cc21
 : 4.6, -1.3, 8.5, -8.2, -0.3, 0.1, 0.5, -0.1, -1.7
> CC(=O)C1=C(O)C(=O)N(c2ccc(S(N)(=O)=O)cc2)C1c1ccccc1F (stereo unspecified)
 : 5.0, -4.3, -10.5, -3.3, -3.6, -10.7, 8.1, 1.4, 8.9

Entries of single compounds, looked up by structure. Order of values: CHRM1 PAM, CHRM5 agonist, CHRM5 antagonist, CHRM1 agonist, CHRM4 antagonist, CHRM1 antagonist, M5 PAM, M4 ag, TAAR1 ag
Shown for CCCCCCn1cc(C(=O)O)c(=O)c2cc(F)c(N3CCN(C(=O)OCC)CC3)cc21 : 4.6, -1.3, 8.5, -8.2, -0.3, 0.1, 0.5, -0.1, -1.7
Shown for C[C@@H]1CN([C@@H](C)CO)C(=O)c2cccc(NC(=O)C3CCCCC3)c2O[C@@H]1CN(C)C(=O)NC1CCCCC1 : -2.3, -6.0, 20.9, -9.9, -6.0, -4.5, -13.6, -0.7, 3.7

Some values from the entries so far:
CC(=O)C1=C(O)C(=O)N(c2ccc(S(N)(=O)=O)cc2)C1c1ccccc1F (stereo unspecified) – CHRM1 PAM: 5.0
CCCCCCn1cc(C(=O)O)c(=O)c2cc(F)c(N3CCN(C(=O)OCC)CC3)cc21 – M5 PAM: 0.5
COc1cccc(C(C(=O)NCc2ccccc2)N2CCN(C(=O)C3CCCO3)CC2)c1OC (stereo unspecified) – M4 ag: 0.1
CN(C)S(=O)(=O)c1ccc(Cl)c(C(=O)Nc2cccc([N+](=O)[O-])c2)c1 – M5 PAM: -3.9

The results go on.
Value order: CHRM1 PAM, CHRM5 agonist, CHRM5 antagonist, CHRM1 agonist, CHRM4 antagonist, CHRM1 antagonist, M5 PAM, M4 ag, TAAR1 ag
> Clc1ccc(Cc2nc(-c3ccncc3)no2)cc1
 : 0.8, -1.7, 1.2, -5.6, -13.3, -7.5, 1.1, 2.6, 5.9
> O=C1C(=O)N(C/C=C/c2ccccc2)c2ccccc21
 : 16.8, 13.4, 0.5, 24.1*, -0.8, -16.5, -3.2, 2.7, -1.1
> CN1CCc2c(OCC(=O)N3N=C(c4cccs4)CC3c3ccc(F)cc3)cccc2C1=O (stereo unspecified)
 : -25.4, -4.1, 14.8, -8.1, -11.0, 19.9, -5.7, 6.2, 6.3
> COc1ccc(C(O)c2nc(-c3ccncc3)cs2)cc1 (stereo unspecified)
 : -5.4, 9.1, 17.3, 3.8, 3.0, 12.5, -10.9, 10.1, 11.9
> Cc1ccc(NCc2nnc(SCC(=O)c3ccccc3)o2)c(C)c1
 : 4.6, -2.0, 0.0, -3.2, -15.4, 1.3, 0.4, 3.1, -1.1
> CCCCNC(=O)c1ccc2c(c1)ncn2C1CCCCC1
 : 8.8, -1.8, 1.1, -3.5, -11.2, -13.1, -7.5, 0.8, 0.3
> CN(C)C(/C=C/Nc1ccc(O)cc1)=C(C#N)C#N
 : 9.7, -0.9, -2.6, -7.9, 3.9, 2.6, 0.0, -0.1, 0.0
> O=C(C1CCN(S(=O)(=O)N2CCOCC2)CC1)N1CCN(c2ccccc2)CC1
 : 6.2, 2.6, -3.1, -3.3, 3.9, -12.8, 2.5, 2.3, 3.6
> Cc1ccc(C)c(NC(=O)c2ccccc2O)c1
 : -10.9, 1.0, 6.0, 0.6, 1.4, 3.0, -9.8, 9.8, 5.6
> CCCc1cc(=O)[nH]c(SCC(=O)Nc2cc3c(cc2C(C)=O)OCO3)n1
 : 1.4, -0.8, -1.3, -1.0, -6.0, 0.4, -3.2, -0.2, 5.2
> O=C(c1ccc([N+](=O)[O-])cc1[N+](=O)[O-])N1CCCC1
 : 2.3, -1.5, 3.6, -1.6, 0.9, 3.0, -0.1, 1.6, 9.1
> Cc1cnc(NC(=O)CC2OC(=O)c3ccccc32)s1 (stereo unspecified)
 : 2.9, -1.4, -7.0, -1.4, -1.9, -4.9, 5.1, 10.1, 12.5
> O=C(CO/N=C/c1ccc(OC(F)F)cc1)NCc1ccco1
 : 6.6, -0.3, -9.0, -0.9, -2.4, -4.1, 6.4, 2.0, 0.0
> CC1=C(C(=O)OC(C)C)C(c2ccc(Cl)cc2)n2c(s/c(=C\c3ccc(OCC(=O)O)cc3)c2=O)=N1 (stereo unspecified)
 : 2.6, -2.7, 16.0, -3.4, 0.0, -3.7, -3.6, -0.1, 11.2
> COc1cc(OC)c(CN2CCC(Cc3ccccc3)CC2)cc1Br
 : -11.0, 0.3, 7.2, -8.8, 7.9, 5.1, -5.8, 9.0, 12.6
> CCC(C(=O)OC(C)C)c1ccc2ccccc2c1 (stereo unspecified)
 : 0.7, -0.9, 5.8, -4.7, 0.6, 1.5, 0.8, -0.6, 2.5
> CCOC(=O)C1(CCOc2ccccc2)CCN(Cc2cc(OC)c(O)c(OC)c2)CC1
 : 0.1, -22.3, -12.5, -6.2, -12.8, -8.2, 2.4, 1.9, 0.4
> C#Cc1ccc([C@@H]2C=C(C(=O)N3CCN(Cc4ccc5c(c4)OCO5)CC3)O[C@H](OCC)[C@H]2CCCO)cc1
 : 7.2, 0.7, 0.6, -4.0, -1.6, -9.9, -9.9, 6.7, 8.3
> CCn1c(Cc2ccccc2)nnc1SCC(=O)Nc1nccs1
 : -11.5, 0.0, 17.3, -7.7, 10.9, 22.2, -7.3, 0.2, 13.8
> Nc1ncnc(Nc2ccc(F)c(Cl)c2)n1
 : 19.0, 0.0, -2.3, -4.4, 0.5, -13.4, 12.4, 0.6, 3.1
> Cc1ccc2nc(C3CCN(S(=O)(=O)c4ccc5ccccc5c4)CC3)[nH]c2c1
 : -6.3, -1.8, -7.1, -6.9, 1.6, -0.5, -4.2, 0.3, 7.9
> CC(C)Oc1ccc(C(=O)NC(=S)Nc2ccc(Cl)c(C(=O)O)c2)cc1
 : 8.3, 2.5, -1.8, -2.1, -8.4, -11.1, 0.7, 0.2, -0.4
> O=C(COc1ccc(Cl)cc1Br)NC1CC1
 : 12.6, -0.3, 3.9, -2.6, 11.5, -13.8, -2.7, 1.7, 6.6
> Cc1ccc(NC(=O)c2ccc(OCC3CCCO3)cc2)cc1Cl (stereo unspecified)
 : -2.8, 0.6, 0.9, -0.7, 2.6, -20.3, -5.7, 5.5, 5.2
> COc1ccc2[nH]c3nc(SCc4nnc(-c5ccccc5)o4)nnc3c2c1
 : 5.7, -3.7, -2.7, -5.2, 3.1, -10.4, 3.3, 0.5, 1.4
> CCOC(=O)CSC1=C(C#N)C(c2ccccc2F)C(C(C)=O)=C(C)N1 (stereo unspecified)
 : -7.7, -1.6, 2.1, -5.0, -0.4, 6.6, -3.1, 3.4, 6.5
> O=C1c2cccc3c([N+](=O)[O-])c(O)cc(c23)C(=O)N1Nc1ccccc1
 : 8.8, 5.0, 1.4, -1.4, 3.3, -7.9, -2.4, 0.4, 3.5

An excerpt from above in order of the CHRM1 PAM value, falling:
Structure | CHRM1 PAM
O=C1C(=O)N(C/C=C/c2ccccc2)c2ccccc21 | 16.8
Cc1cnc(NC(=O)CC2OC(=O)c3ccccc32)s1 (stereo unspecified) | 2.9
O=C(c1ccc([N+](=O)[O-])cc1[N+](=O)[O-])N1CCCC1 | 2.3
CCCc1cc(=O)[nH]c(SCC(=O)Nc2cc3c(cc2C(C)=O)OCO3)n1 | 1.4
C[C@@H]1CN([C@@H](C)CO)C(=O)c2cccc(NC(=O)C3CCCCC3)c2O[C@@H]1CN(C)C(=O)NC1CCCCC1 | -2.3
Cc1ccc(C)c(NC(=O)c2ccccc2O)c1 | -10.9
CN1CCc2c(OCC(=O)N3N=C(c4cccs4)CC3c3ccc(F)cc3)cccc2C1=O (stereo unspecified) | -25.4

Not all compounds are listed; the hit share may differ from the screen's.
